Screens: PubChem, several laboratories
OXTR ag – human OXTR agonists, primary screen, fluorescence, CHO-OTR cells, Fluo-8 calcium; Oxytocin receptor (Homo sapiens), P30559; Fluo-8 calcium fluorescence; normalized: DMSO 0%, oxytocin 100%; activation, % at 3 µM; 320,000 compounds, 0.32% hits; AID 2435, 2010;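 active means activation above the mean of all tested compounds plus 3 SD, cutoff set per screening run, cut at about 20% in these data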;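 further: peak over basal fluorescence ratio from a 100 s FLIPR kinetic read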
M18AAP inhibitor – PfM18AAP inhibitors, malaria aminopeptidase, primary screen, biochemical, QFRET, recombinant enzyme; H-Glu-NHMec fluorogenic cleavage; inhibition, % at 7.35 µM; 290,000 compounds, 1.2% hits; M18 aspartyl aminopeptidase (Plasmodium falciparum 3D7); AID 1822, 2009;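 active means inhibition above the campaign mean inhibition over all tested compounds plus 3 SD, cut at about 28% in these data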;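 further: 0% = plate median of test compound wells and 100% = 2 mM ZnCl2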
MEKK2wt PB1 HTS – modulators of MEK5 binding to wildtype MEKK2, primary screen, biochemical, multiplex bead flow cytometry, Alexa488-MEK5 | Mitogen-activated protein kinase kinase kinase 2 (Homo sapiens), Q9Y2U5 | Alexa488-MEK5 binding to MEKK2 WT; actives lie on both sides | binding response (% of control), % at 10 µM | 290,000 compounds, 1.1% hits; in the data active means binding response below about 67% or above about 130%
GalR3 antag – GalR3 antagonists in HEK293 cells, primary screen, cell-based, fluorescence readout; HEK293 GalR3-CNG cAMP membrane potential fluorescence; galR3 body fused to GalR1 C-terminus; 360,000 compounds, 0.44% hits; Galanin receptor type 3 (Homo sapiens), O60755; inhibition, % at 3 µM;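 active means inhibition above the screen-wide average plus 3 SD, cut at about 13% in these data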;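 further: forskolin and galanin both at EC90 stimulate the cells; cAMP rise reported by CNG channel membrane potential dye signal; 0% = forskolin plus galanin with DMSO and 100% = forskolin alone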
Target sequence (O60755 1-299 limits assumed): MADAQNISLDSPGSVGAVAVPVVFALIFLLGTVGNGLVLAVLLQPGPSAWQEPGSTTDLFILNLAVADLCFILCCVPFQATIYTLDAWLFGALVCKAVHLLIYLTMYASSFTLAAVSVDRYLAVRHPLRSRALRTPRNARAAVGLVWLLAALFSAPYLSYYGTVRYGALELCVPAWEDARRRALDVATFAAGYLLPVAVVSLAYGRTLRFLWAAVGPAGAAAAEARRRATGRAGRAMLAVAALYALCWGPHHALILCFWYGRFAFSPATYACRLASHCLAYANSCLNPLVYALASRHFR
NALP1 yeast inh – NALP1 inflammasome inhibitors in reconstituted yeast, colorimetric, S. cerevisiae, triplicate retest. 280,000 compounds, 0.61% hits. S. cerevisiae NALP1/ASC/caspase-1 growth, X-gal OD620, 72 h. inhibition, % at 10 µM; in the data active means inhibition mostly above about 24%, no sharp cut-off; inactive means mostly below about 32%; further: some compounds called inactive have numbers as strong as hits
V1R ag counter – agonists of human V1a receptor, primary screen, counter-screen for OXTR agonist project, fluorescence, CHO-V1R cells. 320,000 compounds, 0.25% hits. activation, % at 3 µM. Fluo-8 calcium fluorescence, agonist mode; 0% DMSO, 100% 3 nM vasopressin. AID 2797, 2010. Vasopressin V1a receptor (Homo sapiens), P37288;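 active means activation above the mean activation of all tested compounds plus 3 SD, per screening run, cut at about 20% in these data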;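 further: signal is peak over basal fluorescence ratio across a 100 second FLIPR read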
Target sequence (P37288 whole entry, looked up): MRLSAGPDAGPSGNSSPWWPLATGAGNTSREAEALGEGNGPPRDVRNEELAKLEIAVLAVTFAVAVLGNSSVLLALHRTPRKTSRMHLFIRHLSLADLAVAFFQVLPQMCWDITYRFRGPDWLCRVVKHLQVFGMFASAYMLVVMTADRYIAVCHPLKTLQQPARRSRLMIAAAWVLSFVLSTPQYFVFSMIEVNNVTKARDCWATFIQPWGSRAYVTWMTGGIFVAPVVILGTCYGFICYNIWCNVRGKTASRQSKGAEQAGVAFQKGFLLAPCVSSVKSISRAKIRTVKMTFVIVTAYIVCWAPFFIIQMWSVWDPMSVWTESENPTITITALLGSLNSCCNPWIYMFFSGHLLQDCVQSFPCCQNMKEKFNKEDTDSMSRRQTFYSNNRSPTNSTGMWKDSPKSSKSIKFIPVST
OXTR potentiate – human OXTR potentiators, primary screen, fluorescence, CHO-OTR cells, Fluo-8 calcium. Oxytocin receptor (Homo sapiens), P30559. Fluo-8 calcium fluorescence, potentiator mode; 0% = oxytocin EC15, 100% = EC100. activation, % at 3 µM. 320,000 compounds, 0.061% hits. AID 2445, 2010;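 active means activation above that plate's cutoff, the mean activation of tested compounds plus 3 SD, cut at about 6.6% in these data, passing the limit was not always enough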;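 further: 100% uses oxytocin at 75 nM as the full agonist control; some results filed as inactive read as strong as hits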
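Assay system: CHO-OTR cells, human receptor / Also added: oxytocin at about EC15, sub-maximal agonist stimulus / Dosing: single dose, 3.0 µM nominal final compound concentration / Incubation: 6 min pre-incubation, 100 s read / Technique: Fluo-8 calcium dye fluorescence / Read-out: % activation vs EC15 and EC100 oxytocin / Benchmarks: EC15 oxytocin low, 75 nM oxytocin high / Replicates: singlicate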
GPR7 antag – GPR7 receptor antagonists, primary screen, cell-based, fluorescence, single concentration. Neuropeptides B/W receptor type 1 (Homo sapiens), P48145. GPR7-expressing cells, fluorescence antagonist assay. inhibition, % at 4.4 µM. 290,000 compounds, 1.1% hits; in the data active means inhibition above about 16%, passing the limit was not always enough;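 further: cells stimulated with the agonist NPW; 0% = agonist with vehicle and 100% = vehicle without agonist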
Target sequence (P48145 whole entry, looked up): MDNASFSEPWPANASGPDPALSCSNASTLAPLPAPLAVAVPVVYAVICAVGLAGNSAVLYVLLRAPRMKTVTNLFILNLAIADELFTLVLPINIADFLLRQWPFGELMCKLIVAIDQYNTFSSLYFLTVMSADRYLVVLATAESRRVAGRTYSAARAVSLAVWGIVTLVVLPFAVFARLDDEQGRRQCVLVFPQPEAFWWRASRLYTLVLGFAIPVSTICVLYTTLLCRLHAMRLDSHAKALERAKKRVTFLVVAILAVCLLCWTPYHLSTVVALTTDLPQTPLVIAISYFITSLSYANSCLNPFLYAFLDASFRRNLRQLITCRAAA
MEKK2 mut-MEK5 – MEK5 binding signal on mutant MEKK2 PB1, primary screen, biochemical, multiplex bead flow cytometry, Alexa488-MEK5. Alexa488-MEK5 binding to MEKK2 mutant. AID 1530, 2009. 290,000 compounds, 0.35% hits. percent response, % at 10 µM; in the data active means percent response above about 24%, passing the limit was not always enough; further: inactives centre near 1; some results filed as inactive read as strong as hits; reference of the scale not given here
Numbers without * were called inactive; [ ] = dose if it differs, or a comment. Outcome played no part in choosing rows; about 4.1% have a hit in one of these screens.

`Cc1ccc(OCc2cc(C(=O)NCc3cnn(-c4cccc(F)c4)c3)no2)cn1` gave OXTR ag 4.8, M18AAP inhibitor 4, MEKK2wt PB1 HTS 107, GalR3 antag -9, NALP1 yeast inh 6, V1R ag counter 7.8, OXTR potentiate -6, GPR7 antag -13 and MEKK2 mut-MEK5 12.
Screening O=S1(=O)CCO[C@H]2Cc3ccccc3[C@H]2N1Cc1ccc(F)cc1 returned OXTR ag -0.7, M18AAP inhibitor 2, MEKK2wt PB1 HTS 104, GalR3 antag -1, NALP1 yeast inh -4, V1R ag counter 0.6, OXTR potentiate 6, GPR7 antag -11 and MEKK2 mut-MEK5 -4.
COc1ccc(CN(C)C(=O)c2cc(S(=O)(=O)N3CCOCC3)ccc2N2CCCC2)cc1 was read as OXTR ag -2.0, GalR3 antag -4, V1R ag counter -1.3 and OXTR potentiate -10.
COc1ccc(C(=S)N2CCOCC2)cc1OC(=O)c1ccc(C)cc1 was read as OXTR ag -0.6, M18AAP inhibitor 2, MEKK2wt PB1 HTS 97, GalR3 antag -11, NALP1 yeast inh -6, V1R ag counter 1.8, OXTR potentiate -2, GPR7 antag -3 and MEKK2 mut-MEK5 -5.
`Cc1nn2c(=O)c(NC(=O)c3ccc(F)cc3)cnc2s1` gave OXTR ag 1.7, M18AAP inhibitor -4, MEKK2wt PB1 HTS 101, GalR3 antag 0, NALP1 yeast inh 2, V1R ag counter 1.3, OXTR potentiate -19, GPR7 antag 5 and MEKK2 mut-MEK5 10.
`Cc1onc(-c2c(F)cccc2Cl)c1C(=O)ONC(=O)c1ccco1` gave OXTR ag 0.1, M18AAP inhibitor 6, MEKK2wt PB1 HTS 95, GalR3 antag -3, V1R ag counter 0.7, OXTR potentiate 3, GPR7 antag -3 and MEKK2 mut-MEK5 -2.
`COc1ccc(OC(C)C(=O)N(C)Cc2nc(-c3ccc(C)cc3)no2)cc1` (stereo not drawn) gave OXTR ag 3.8, M18AAP inhibitor 1, MEKK2wt PB1 HTS 100, GalR3 antag 0, NALP1 yeast inh 20, V1R ag counter 5.7, OXTR potentiate -5, GPR7 antag -6 and MEKK2 mut-MEK5 3.
Screening CCOC(=O)c1cccc(NC(=O)c2ccc(-n3cnnn3)cc2)c1 returned OXTR ag 0.9, GalR3 antag 1, V1R ag counter 1.6 and OXTR potentiate -5.
Cc1ccc2c(c1)N(CC(=O)N1CCCc3ccccc31)C(=O)C(C)O2 (stereo not drawn) was read as OXTR ag -1.5, M18AAP inhibitor 1, MEKK2wt PB1 HTS 104, GalR3 antag -4, NALP1 yeast inh 8, V1R ag counter -1.7, OXTR potentiate 1, GPR7 antag 2 and MEKK2 mut-MEK5 1.
For CCOC(=O)C1(Cc2cccc(OC)c2)CCN(Cc2cc(OC)ccc2OC)CC1 the results were OXTR ag 1.0, M18AAP inhibitor 0, MEKK2wt PB1 HTS 111, GalR3 antag -8, NALP1 yeast inh 7, V1R ag counter 0.6, OXTR potentiate -2, GPR7 antag 11 and MEKK2 mut-MEK5 14.
`CN(C)C=Nc1nonc1-c1ccccc1` gave OXTR ag 0.4, M18AAP inhibitor 3, MEKK2wt PB1 HTS 103, GalR3 antag 0, NALP1 yeast inh 5, V1R ag counter 0.3, OXTR potentiate -1, GPR7 antag -10 and MEKK2 mut-MEK5 5.
`COc1ccc2[nH]c(C)c(CCNC(=S)Nc3cccc(C)c3)c2c1` gave OXTR ag 2.8, M18AAP inhibitor 5, MEKK2wt PB1 HTS 1.0*[inhibitor], GalR3 antag -1, NALP1 yeast inh 8, V1R ag counter 2.2, OXTR potentiate -2, GPR7 antag -12 and MEKK2 mut-MEK5 -14.
For CCN(Cc1ccccc1)C(=O)C1CCN(c2ncnc3c2nc2n3CCCCC2)CC1 the results were OXTR ag 0.1, M18AAP inhibitor 1, MEKK2wt PB1 HTS 103, GalR3 antag 7, NALP1 yeast inh 12, V1R ag counter 5.5, OXTR potentiate -5, GPR7 antag -5 and MEKK2 mut-MEK5 4.
Screening COc1ccc(CCNC(=O)c2cc(=O)[nH]c3ccccc23)cc1 returned OXTR ag 0.2, M18AAP inhibitor 0, MEKK2wt PB1 HTS 94, GalR3 antag 1, NALP1 yeast inh 11, V1R ag counter -0.4, OXTR potentiate -11, GPR7 antag -12 and MEKK2 mut-MEK5 0.
CC1(C)Oc2ccc3ccc(=O)oc3c2/C(=C/Nc2ccccn2)C1=O was read as OXTR ag -1.9, M18AAP inhibitor 1, MEKK2wt PB1 HTS 100, GalR3 antag -4, NALP1 yeast inh -7, V1R ag counter -0.5, OXTR potentiate 1, GPR7 antag -1 and MEKK2 mut-MEK5 4.
c1ccc2oc(-c3ccc4nc[nH]c4c3)nc2c1 was read as OXTR ag -0.5, M18AAP inhibitor 13, MEKK2wt PB1 HTS 96, GalR3 antag 3, NALP1 yeast inh 1, V1R ag counter 0.9, OXTR potentiate -9, GPR7 antag 9 and MEKK2 mut-MEK5 12.
Screening O=C(NCc1ccccn1)c1cc(-c2ccccc2Cl)nc2ccccc12 returned OXTR ag -0.7, M18AAP inhibitor -2, MEKK2wt PB1 HTS 101, GalR3 antag -1, NALP1 yeast inh 21, V1R ag counter 2.2, OXTR potentiate 3, GPR7 antag 4 and MEKK2 mut-MEK5 -2.
`CC(CN1CCN(Cc2ccccc2)CC1)OC(=O)c1ccco1` (stereo not drawn) gave OXTR ag -0.1, M18AAP inhibitor -7, MEKK2wt PB1 HTS 105, GalR3 antag -7, V1R ag counter -0.5, OXTR potentiate -1, GPR7 antag -10 and MEKK2 mut-MEK5 3.
`Cc1cccc(N2CCN(C(=O)CSCc3c(C)noc3C)CC2)c1C` gave OXTR ag 16, M18AAP inhibitor -11, NALP1 yeast inh 13, V1R ag counter 4.6, OXTR potentiate -9 and GPR7 antag 7.
For CNC(=S)NCC(O)c1ccc([N+](=O)[O-])cc1 (stereo not drawn) the results were OXTR ag 1.0, M18AAP inhibitor -3, MEKK2wt PB1 HTS 90, GalR3 antag -3, NALP1 yeast inh -13, V1R ag counter 0.8, OXTR potentiate -3, GPR7 antag -5 and MEKK2 mut-MEK5 -3.
`Cc1cc(=O)oc2cc(OCC3CC(c4ccccc4)=NO3)ccc12` (stereo not drawn) gave OXTR ag -1.6, M18AAP inhibitor -15, MEKK2wt PB1 HTS 92, NALP1 yeast inh 8, V1R ag counter 0.0, OXTR potentiate -4, GPR7 antag 19 and MEKK2 mut-MEK5 1.
O=C1CC[C@@H](OCc2ccccc2)CCN1CC[C@H](Sc1ccccc1)c1ccccc1 was read as OXTR ag -0.5, M18AAP inhibitor -4, MEKK2wt PB1 HTS 97, GalR3 antag -6, NALP1 yeast inh 10, V1R ag counter 0.4, OXTR potentiate -8, GPR7 antag -9 and MEKK2 mut-MEK5 -6.
Cc1cccn2c(=O)c(C=Nc3ccccc3)c(NCCO)nc12 was read as OXTR ag 0.1, M18AAP inhibitor 0, MEKK2wt PB1 HTS 99, GalR3 antag -9, NALP1 yeast inh 17, V1R ag counter -0.1, OXTR potentiate -7, GPR7 antag -5 and MEKK2 mut-MEK5 1.
`Cc1ccc(S(=O)(=O)N2CCN(C(=O)COC(=O)c3cc(C)oc3C)CC2)cc1` gave OXTR ag -0.5, M18AAP inhibitor 0, GalR3 antag -4, NALP1 yeast inh -20, V1R ag counter 0.8, OXTR potentiate -4 and GPR7 antag -10.
`Cc1cc(C)c[n+](C(C)C(=O)c2ccc(-c3ccccc3)cc2)c1` (stereo not drawn) gave OXTR ag -1.6, M18AAP inhibitor 5, MEKK2wt PB1 HTS 103, GalR3 antag -1, V1R ag counter 0.0, OXTR potentiate -1, GPR7 antag -13 and MEKK2 mut-MEK5 1.
Cc1ccc(C2=N/C(=C\c3ccc(F)cc3)C(=O)N2)cc1 was read as OXTR ag 1.9, GalR3 antag -7, V1R ag counter 0.9 and OXTR potentiate -5.
`CC(=O)NCCc1ccc(C(=O)COC(=O)c2cccn2C)cc1` gave OXTR ag 1.8, GalR3 antag 3, V1R ag counter 4.7 and OXTR potentiate -7.
`CCCOc1ccc(N2C(=O)CC(SCCc3nc4ccccc4[nH]3)C2=O)cc1` (stereo not drawn) gave OXTR ag -0.5, M18AAP inhibitor -15, MEKK2wt PB1 HTS 105, GalR3 antag -1, NALP1 yeast inh -2, V1R ag counter 7.3, OXTR potentiate -7, GPR7 antag -13 and MEKK2 mut-MEK5 7.
`Cc1ccc(Cl)cc1N1CCN(C(=O)COc2ccc3c(c2)CCC3)CC1` gave OXTR ag 0.4, M18AAP inhibitor -3, MEKK2wt PB1 HTS 91, GalR3 antag -1, NALP1 yeast inh 20, V1R ag counter 0.4, OXTR potentiate -10, GPR7 antag 6 and MEKK2 mut-MEK5 -3.
Cc1cc(NC(=O)CCC(=O)N(c2ccc(F)cc2)C2(C(=O)NC3CCCCC3)CCCC2)no1 was read as OXTR ag -2.5, M18AAP inhibitor -16, GalR3 antag -2, NALP1 yeast inh 2, V1R ag counter -0.1, OXTR potentiate -7 and GPR7 antag -7.
`COc1ccc(C(=O)O)cc1NC(=S)NC(=O)CSc1ccc(Cl)cc1` gave OXTR ag 0.3, M18AAP inhibitor -3, MEKK2wt PB1 HTS 100, GalR3 antag -1, NALP1 yeast inh 7, V1R ag counter 1.9, OXTR potentiate -5, GPR7 antag 19 and MEKK2 mut-MEK5 7.
For O=C(CN(C(=O)CNS(=O)(=O)c1ccccc1)c1ccc2c(c1)OCCO2)NCc1ccco1 the results were OXTR ag -0.7, M18AAP inhibitor 2, MEKK2wt PB1 HTS 102, GalR3 antag -3, NALP1 yeast inh 11, V1R ag counter 1.5, OXTR potentiate -13, GPR7 antag -13 and MEKK2 mut-MEK5 3.
Screening COc1ccc(NC(=O)Cn2c(=O)n(Cc3ccco3)c(=O)c3ccccc32)cc1 returned OXTR ag -1.3, M18AAP inhibitor -6, MEKK2wt PB1 HTS 106, GalR3 antag 0, NALP1 yeast inh 3, V1R ag counter 0.0, OXTR potentiate -20, GPR7 antag -12 and MEKK2 mut-MEK5 3.
`COc1ccc(/C=N/N(C)C2=NS(=O)(=O)c3ccccc32)cc1` gave OXTR ag -1.4, M18AAP inhibitor 2, MEKK2wt PB1 HTS 104, GalR3 antag -9, NALP1 yeast inh 19, V1R ag counter -0.2, OXTR potentiate -17, GPR7 antag -4 and MEKK2 mut-MEK5 5.
Screening Fc1ccc2cc(-c3ccccc3F)ncc2c1 returned OXTR ag -2.5, GalR3 antag 0, V1R ag counter -1.2 and OXTR potentiate -6.
